Source: PubChem
GPR151 ag: activators of human GPR151; PathHunter beta-arrestin GPR151 cells, luminescence; activation, % at 11.2 µM; hit rate 1% among 650,000; Q8TDV0; in the data active means activation above about 4.9%;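 further: 0% = median of compound wells and 100% = cells with positive control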
Target sequence (Q8TDV0 whole entry, looked up): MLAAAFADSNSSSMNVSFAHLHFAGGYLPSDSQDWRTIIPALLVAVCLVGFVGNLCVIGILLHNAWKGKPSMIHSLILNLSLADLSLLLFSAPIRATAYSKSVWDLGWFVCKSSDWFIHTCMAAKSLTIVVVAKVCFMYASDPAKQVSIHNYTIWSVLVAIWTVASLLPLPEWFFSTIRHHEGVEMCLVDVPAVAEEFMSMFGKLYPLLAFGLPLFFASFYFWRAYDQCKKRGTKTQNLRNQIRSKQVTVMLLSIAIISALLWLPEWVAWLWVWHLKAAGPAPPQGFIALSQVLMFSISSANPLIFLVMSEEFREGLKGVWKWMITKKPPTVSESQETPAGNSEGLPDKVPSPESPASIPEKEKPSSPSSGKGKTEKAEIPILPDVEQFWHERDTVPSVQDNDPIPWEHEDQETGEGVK
TEAD-YAP block: TEAD-YAP interaction inhibition | HEK-TIYL cells, TEAD-Gal4/YAP UAS-luciferase luminescence | hit rate 1.4% among 640,000 | inhibition, % at 9.12 µM; in the data active means inhibition above about 32%;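 further: 0% = median of test compound wells and 100% = reference inhibitor wells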
MITF primary: inhibitors of human MITF; hit rate 0.91% among 650,000; O75030; AlphaScreen MITF homodimerization, bead proximity signal; inhibition, % at 2.6 µM; in the data active means inhibition above about 50%;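 further: 0% = vehicle wells with protein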
FBW7 act: activators of human E3 ligase FBW7; Q969H0; AlphaScreen FBW7–phospho-cyclin E peptide binding, activator screen; normalized activity (activation), % at 26.1 µM; hit rate 0.13% among 650,000; AID 1259310; in the data active means normalized activity above about 1.9%;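 further: purified mutant Fbw7 with reduced substrate affinity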
Target sequence (Q969H0 whole entry, looked up): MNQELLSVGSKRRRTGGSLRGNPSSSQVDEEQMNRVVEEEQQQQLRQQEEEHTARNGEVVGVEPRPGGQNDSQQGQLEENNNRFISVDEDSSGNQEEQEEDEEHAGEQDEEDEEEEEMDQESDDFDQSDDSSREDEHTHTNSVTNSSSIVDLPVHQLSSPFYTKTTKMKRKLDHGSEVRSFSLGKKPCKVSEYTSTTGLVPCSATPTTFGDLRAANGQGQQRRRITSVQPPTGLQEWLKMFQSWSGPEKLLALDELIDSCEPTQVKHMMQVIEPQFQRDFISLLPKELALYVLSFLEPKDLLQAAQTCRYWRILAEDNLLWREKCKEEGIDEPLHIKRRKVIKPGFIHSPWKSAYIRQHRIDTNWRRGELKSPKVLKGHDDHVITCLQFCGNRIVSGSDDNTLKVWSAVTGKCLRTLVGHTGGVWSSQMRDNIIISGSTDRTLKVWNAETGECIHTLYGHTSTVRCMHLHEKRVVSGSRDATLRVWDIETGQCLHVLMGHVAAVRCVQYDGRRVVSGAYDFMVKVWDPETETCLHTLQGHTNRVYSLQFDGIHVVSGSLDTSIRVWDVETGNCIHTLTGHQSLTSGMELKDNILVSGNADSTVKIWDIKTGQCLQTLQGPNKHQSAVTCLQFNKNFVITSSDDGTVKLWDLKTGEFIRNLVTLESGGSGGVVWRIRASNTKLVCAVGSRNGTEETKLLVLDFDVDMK
Starred values were filed as active, the others as inactive; & = joins results of further samples.

Codes: A = GPR151 ag; B = TEAD-YAP block; C = MITF primary; D = FBW7 act
1: CCCn1cc(SCC(=O)Nc2ccc(OC)cc2OC)c2ccccc21
  A: 3.6 | B: 7 | C: -8 | D: 0.1

2: FC(F)(F)C(F)(F)c1nnc2c3ccccc3c(N3CCOCC3)nn12
  A: 0.0 | B: -9 | C: 14 | D: -0.1

3: Cc1cc(C)nc(Oc2ccccc2[N+](=O)[O-])n1
  A: 1.6 | B: -1 | C: 0 | D: -0.1

4: CCCCN(CCCC)C(=O)C1CC(=O)OC12CCOC(C)(C)C2 (stereo not drawn)
  A: -0.5 | B: 8 | C: 6 | D: 0.6

5: O=C(c1ccc(S(=O)(=O)c2cccc(Cl)c2)c([N+](=O)[O-])c1)N1CCN(Cc2ccccc2)CC1
  A: 1.4 | B: 9 | C: 14 | D: 0.4

6: C=CCn1c(SCC(=O)OC)nc2sc3c(c2c1=O)CC(C)(C)OC3
  A: 1.2 | B: -4 | C: 9 | D: 0.2

7: O=C(Cn1c(=O)oc2ccccc21)N1CCN(c2cccc(Cl)c2)CC1
  A: 0.1 | B: 2 | C: 0 | D: -0.1

8: O=C(COc1ccccc1)Nc1ccc(C(=O)NCC2COc3ccccc3O2)cc1 (stereo not drawn)
  A: -1.6 | B: -11 | C: 6 | D: 1.0

9: Cn1cnc(NCCCO)c1[N+](=O)[O-]
  A: -0.5 | B: 3 | C: 9 | D: 0.8

10: COc1ccc(NC(=O)Cn2cnc3c(cnn3-c3ccc(C)c(C)c3)c2=O)cc1OC
  A: -0.6 | B: -9 | C: 0 | D: -0.2

11: O=C(NCCN=C1NS(=O)(=O)c2ccccc21)c1ccccc1
  A: 0.8 | B: 10 | C: 10 | D: 0.1

12: Cc1nn(C(=O)Cn2nc([N+](=O)[O-])cc2C)c(C)c1Cl
  A: 1.4 | B: 6 | C: -15 | D: 0.0

13: O=C(Nc1ccc(Br)cc1Cl)N1CCN(c2ncccn2)CC1
  A: -0.6 | B: -13 | C: 4 | D: 0.3

14: COc1ccc(NS(=O)(=O)c2cc(N)ccc2N2CCCC2)cc1
  A: 0.7 | B: 5 | C: 6 | D: 0.0

15: Cc1ccc(N=Cc2nc(-c3ccccc3Br)oc2O)cc1Cl
  A: 0.1 | B: 4 | C: 5 | D: 0.0

(list continues)
Codes: A = GPR151 ag; B = TEAD-YAP block; C = MITF primary; D = FBW7 act
16: CCSc1nc(Cl)c2ccccc2n1
  A: -1.1 | B: 11 | C: 11 | D: 1.2

17: CCOc1cccc(/C=N/n2c(C)n[nH]c2=S)c1
  A: -0.2 | B: -3 | C: 5 | D: -0.1

18: CCn1nc(C(=O)NNC(=O)COc2cccc(C)c2)c2ccccc2c1=O
  A: 1.4 | B: -4 | C: 0 | D: 0.0

19: COc1ccc(N2CCN(C(c3ccccc3)c3nnnn3CC3CCCO3)CC2)cc1 (stereo not drawn)
  A: 0.4 | B: -13 | C: 1 | D: 0.2

20: CC(C)N(Cc1nc(-c2ccc(Cl)cc2)no1)C(=O)CN1C(=O)c2ccccc2C1=O
  A: -1.1 | B: 2 | C: 8 | D: 0.1

21: COc1ccc(C2CC(c3ccccc3)=NN2C(=O)c2cccs2)cc1 (stereo not drawn)
  A: 0.9 | B: -32 | C: 1 | D: -0.1

22: Cc1ccc(OCC(=O)NC(=S)N2CCOCC2)cc1
  A: -0.3 | B: -6 | C: 6 | D: -0.1

23: CCCCC[C@H](O)/C=C/[C@H]1[C@H](O)CC(=O)[C@@H]1CCCCCCC(=O)O
  A: -1.3&0.0&2.8&-0.4&2.9 | B: -16&-12 | C: 1&-9&4&1&2 | D: 0.1&0.1&-0.1&-0.1

24: CN1C(=O)C(O)(CC(=O)c2ccc(Cl)c(Cl)c2)c2ccccc21 (stereo not drawn)
  A: -0.6 | B: -4 | C: -8 | D: -0.1

25: Cc1cccc(Nc2nnc(C(C)(C)C)c(=O)[nH]2)c1
  A: 0.0 | B: 4 | C: 0 | D: -0.1

26: COCCCNC(=O)C1c2cc(OC)c(OC)cc2C(=O)N2CCc3ccccc3C12 (stereo not drawn)
  A: 0.5 | B: 3 | C: -2 | D: 0.4

27: Cc1ccc2nsnc2c1NC(=O)Cc1ccc(Cl)cc1
  A: 0.5 | B: 1 | C: 0 | D: 0.0

28: O=C(CNC(=O)Cc1ccccc1)NCC(=O)OCC(=O)c1ccc(Cl)cc1
  A: -0.1 | B: 13 | C: -1 | D: 0.1

29: COC(=O)c1c(N)sc2c1CCCC2
  A: 2.1 | B: 7 | C: 9 | D: 0.0

30: CCCNc1nc(Nc2cc(OC)c(OC)c(OC)c2)nc2c1ncn2-c1ccccc1
  A: -0.7 | B: -5 | C: 16 | D: -0.1

Later entries.
Codes: A = GPR151 ag; B = TEAD-YAP block; C = MITF primary; D = FBW7 act
31: Cc1ccc(-n2ncc3c(=O)n(CC(=O)NC4CC4)cnc32)cc1
  A: 1.2 | B: -5 | C: 15 | D: -0.1

32: CCN1CCN(C(=O)c2ccc(I)cc2)CC1
  A: 0.7 | B: 9 | C: -7 | D: 0.0

33: CC(=O)c1ccc(NC(=O)c2ccccc2I)cc1
  A: 0.0 | B: -51 | C: -3 | D: 0.2

34: CCOC(=O)N1CCN(CCC(=O)Nc2ccc(OC(F)(F)F)cc2)CC1
  A: 1.2 | B: -1 | C: 7 | D: 0.0

35: O=C(CSc1ccccc1)Nc1cccc(NC(=O)c2cccs2)c1
  A: -1.7 | B: -6 | C: -14 | D: 0.0

36: COc1cc(N=c2oc3c(C)ncc(CO)c3cc2C(=O)Nc2ccccc2)cc(OC)c1
  A: 1.8 | B: 1 | C: 2 | D: 0.7

37: COc1ccc(NS(=O)(=O)c2ccc(NC(=O)c3csc(C)c3)cc2)cc1
  A: -0.6 | B: 19 | C: 13 | D: 0.3

38: COCCCNc1ncnc2ccc(I)cc12
  A: -0.8 | B: 30 | C: -1 | D: -0.2

39: CC1(C)S/C(=N\N=C\c2ccco2)NC1=O
  A: 0.0 | B: 1 | C: 0 | D: -0.1

40: CC1(C)CC(=O)C(N=Nc2cccnc2)=C(O)C1
  A: -2.2 | B: 0 | C: 2 | D: -0.1

41: CS(=O)(=O)Nc1ccccc1C(=O)Nc1cccc(F)c1
  A: 0.5 | B: 7 | C: -17 | D: -0.1

42: CCN(CC)CCNC(=O)Cn1ncc2c1-c1ccccc1OC2
  A: 1.4 | B: -1 | C: -12 | D: -0.1

43: COC(=O)C1CCCN1C(=O)c1ccccc1 (stereo not drawn)
  A: 0.8 | B: -14 | C: 10 | D: 0.0

44: Cn1c(=O)cc(OCCCC(=O)N2CCCCC2)c2ccccc21
  A: 0.8 | B: 1 | C: -9 | D: 0.0

45: COc1cc(NC2c3ccccc3C(=O)N2Cc2ccco2)cc(OC)c1OC (stereo not drawn)
  A: -0.1 | B: 8 | C: 8 | D: -0.2

New compounds follow.
Codes: A = GPR151 ag; B = TEAD-YAP block; C = MITF primary; D = FBW7 act
46: CC(=O)N1Cc2cc(NS(=O)(=O)c3ccc(C)cc3)ccc2Oc2ccccc21
  A: 3.3 | B: 4 | C: 9 | D: 0.0

47: COc1ccc(CNC(=O)Cc2ccc(-n3cccc3)cc2)cc1
  A: -0.9 | B: 45* | C: 16 | D: 0.3

48: O=C(c1cc(Cl)ccc1Cl)N(CCn1cccn1)c1nc2c(F)cccc2s1
  A: 6.1* | B: -8 | C: 0 | D: 0.0

49: CC(C)=CCN1CCN(Cc2cc(C)ccc2-n2cccn2)CC1CCO (stereo not drawn)
  A: 0.1 | B: -11 | C: 1 | D: 0.1

50: COc1ccc(NC(=O)c2c(NC(=O)C(C)(C)C)sc3c2CCC(C)C3)cc1 (stereo not drawn)
  A: 1.8 | B: -3 | C: 5 | D: 0.1

51: O=C(NC1CCCc2ccccc21)c1ccc(CN2CCCC2)[nH]c1=O (stereo not drawn)
  A: -0.3 | B: 3 | C: 2 | D: 0.0

52: CC(C)N1CCC(N2CCN(Cc3cccc(F)c3)CC2CCO)CC1 (stereo not drawn)
  A: 0.3 | B: -3 | C: 16 | D: 0.1

53: c1ccc(-c2nc(NCCCN3CCOCC3)cc(-c3ccncc3)n2)nc1
  A: -0.3 | B: 8 | C: 15 | D: -0.5

54: COC1CCN(c2nc(CN3CCCC3c3nccs3)nc3ccc(Cl)cc23)CC1 (stereo not drawn)
  A: -0.1 | B: 43* | C: 12 | D: -0.1

55: Cc1ccsc1/C=N/NC(=O)c1cccnc1
  A: -1.4 | B: 6 | C: -17 | D: 0.1

56: COc1cccc2c1NC(c1ccc(C(=O)O)cc1)C1CC=CC21 (stereo not drawn)
  A: -1.6 | B: 11 | C: 71* | D: -1.0

57: COC(=O)CNC(=O)CN1C(=O)C(C)Oc2ccccc21 (stereo not drawn)
  A: -0.4 | B: -9 | C: -3 | D: -0.1

58: CCOC(=O)c1c(NC(=O)Cc2ccc(OC)cc2)sc(C(=O)Nc2cccc(Cl)c2C)c1C
  A: -1.8 | B: 0 | C: 9 | D: 0.1

59: CC1(C(=O)O)CCC(C(=O)O)C1(C)C (stereo not drawn)
  A: 0.8 | B: -5 | C: 2 | D: -0.1

60: Cc1ccc(S(=O)(=O)N2CCOC2CNC(=O)C(=O)NCCN(C)C)cc1 (stereo not drawn)
  A: -0.9 | B: -3 | C: -7 | D: 0.6

The list continues.
Codes: A = GPR151 ag; B = TEAD-YAP block; C = MITF primary; D = FBW7 act
61: CCCCC1CN(CCC(=O)NC(C)Cc2cncs2)Cc2ccccc2O1 (stereo not drawn)
  A: 3.2 | B: 3 | C: 0 | D: -0.1

62: O=C(Cn1cnc2c(cnn2-c2ccc(Cl)cc2)c1=O)NCc1ccccc1
  A: 0.4 | B: 9 | C: 17 | D: 0.2

63: CCCCCCCC1(C)NC(=O)N(N)C1=O (stereo not drawn)
  A: 3.2 | B: -1 | C: 0 | D: 0.1

64: CN(Cc1ccccc1)C1(O)C(=O)Nc2ccc([N+](=O)[O-])cc21 (stereo not drawn)
  A: 12* | B: 5 | C: -4 | D: 0.0

65: O=C1CC(=O)Nc2cc(S(=O)(=O)NC3CCCCCCC3)ccc2N1
  A: 0.0 | B: -14 | C: -7 | D: -0.1

66: CCn1c(C)[n+](CC)c2ccc(NS(=O)(=O)c3ccc(C)cc3)cc21
  A: 2.0 | B: 4 | C: 16 | D: 0.2

67: Cc1ccc(NC(=O)c2nn3c(C(F)(F)F)cc(-c4ccccc4)nc3c2Br)cc1C
  A: -1.1 | B: 2 | C: -15 | D: 0.1

68: O=C(CSc1nc(-c2ccccc2)nc2c1CCCC2)c1ccc(O)c(O)c1
  A: -0.9 | B: -14 | C: -1 | D: -0.3

69: CCc1nc(C(N)=O)c2[nH]c(=O)n(-c3cccc(OC)c3)c2n1
  A: -0.1 | B: -15 | C: -12 | D: 0.2

70: COc1ccc(NC(=O)CC2CS(=O)(=O)CC2CC(=O)Nc2ccc(OC)cc2)cc1 (stereo not drawn)
  A: 0.0 | B: -3 | C: -11 | D: -0.1

71: Cn1c(=O)oc2cc(S(=O)(=O)N3CCc4ccccc4C3)ccc21
  A: 0.0 | B: -9 | C: 5 | D: 0.0

72: Cc1ccc(C(=O)n2c(=O)oc3cc(S(=O)(=O)N4CCCCC4)ccc32)cc1
  A: 1.8 | B: -1 | C: -5 | D: -0.1

73: COc1ccc(-n2nc([N+](=O)[O-])c(=Nc3ccc(F)cc3)n2O)cc1
  A: -1.0 | B: 23 | C: 29 | D: 0.4

74: COc1ccccc1OCc1nc2ccc(-c3ccnc(N)n3)cc2[nH]1
  A: -0.3 | B: 14 | C: 12 | D: 0.2

75: COc1cc(C)c(S(=O)(=O)N2CCCC2)cc1C(C)C
  A: 1.6 | B: -6 | C: 7 | D: 0.1

Twelve entries from above, with one line to a screen:
61) CCCCC1CN(CCC(=O)NC(C)Cc2cncs2)Cc2ccccc2O1 (stereo not drawn)
62) O=C(Cn1cnc2c(cnn2-c2ccc(Cl)cc2)c1=O)NCc1ccccc1
63) CCCCCCCC1(C)NC(=O)N(N)C1=O (stereo not drawn)
64) CN(Cc1ccccc1)C1(O)C(=O)Nc2ccc([N+](=O)[O-])cc21 (stereo not drawn)
65) O=C1CC(=O)Nc2cc(S(=O)(=O)NC3CCCCCCC3)ccc2N1
66) CCn1c(C)[n+](CC)c2ccc(NS(=O)(=O)c3ccc(C)cc3)cc21
67) Cc1ccc(NC(=O)c2nn3c(C(F)(F)F)cc(-c4ccccc4)nc3c2Br)cc1C
68) O=C(CSc1nc(-c2ccccc2)nc2c1CCCC2)c1ccc(O)c(O)c1

assay / entry	61	62	63	64	65	66	67	68
GPR151 ag	3.2	0.4	3.2	12*	0.0	2.0	-1.1	-0.9
TEAD-YAP block	3	9	-1	5	-14	4	2	-14
MITF primary	0	17	0	-4	-7	16	-15	-1
FBW7 act	-0.1	0.2	0.1	0.0	-0.1	0.2	0.1	-0.3

69) CCc1nc(C(N)=O)c2[nH]c(=O)n(-c3cccc(OC)c3)c2n1
70) COc1ccc(NC(=O)CC2CS(=O)(=O)CC2CC(=O)Nc2ccc(OC)cc2)cc1 (stereo not drawn)
71) Cn1c(=O)oc2cc(S(=O)(=O)N3CCc4ccccc4C3)ccc21
72) Cc1ccc(C(=O)n2c(=O)oc3cc(S(=O)(=O)N4CCCCC4)ccc32)cc1

assay / entry	69	70	71	72
GPR151 ag	-0.1	0.0	0.0	1.8
TEAD-YAP block	-15	-3	-9	-1
MITF primary	-12	-11	5	-5
FBW7 act	0.2	-0.1	0.0	-0.1

(list continues)
Codes: A = GPR151 ag; B = TEAD-YAP block; C = MITF primary; D = FBW7 act
76: O=C(NCc1ccccc1)c1csc(Nc2ccccc2)n1
  A: -1.0 | B: -5 | C: 2 | D: -0.1

77: CCOC(=O)c1c(NC(=S)NC(=O)c2ccc(F)cc2)sc2c1CCCC2
  A: -0.2 | B: 10 | C: 8 | D: 0.3

78: Cc1ccccc1NC(=O)NCCCN1CCN(c2ccccc2)CC1
  A: 0.8 | B: 6 | C: 6 | D: -0.1

79: CC(=O)Nc1ccc(NC(=O)c2ccnc(-c3csc4ccccc34)c2)cc1
  A: 0.1 | B: -9 | C: -1 | D: -0.1
